High-throughput results: PubChem, several laboratories
MEKK2 mut-MEK5: signal of MEK5 binding to mutant human MEKK2 PB1 domain; AID 1530; hit rate 0.35% among 290,000; percent response, % at 10 µM; bead flow cytometry, Alexa488-MEK5 binding to MEKK2 mutant; in the data active = percent response above about 24%, passing the limit was not always enough; note: inactives centre near 1; some results filed as inactive read as strong as hits
UBC9 SUMO inh: inhibitors of human SUMOylation (UBC9) | P63279 | HTRF SUMOylation assay, SAE1/SAE2 + UBC9, in vitro | inhibition, % at 35 µM | hit rate 0.36% among 290,000 | AID 2006; in the data active = inhibition above about 50%, passing the limit was not always enough; note: strong numbers were not always called active
HCV NS3 hel inh: blocks Hepatitis C virus NS3 helicase unwinding; AID 1800; hit rate 0.56% among 290,000; NS3 helicase DNA unwinding, Cy5 molecular beacon fluorescence; inhibition, % at 10.9 µM;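 active = inhibition above the mean of all tested compounds plus 3 SD, set per campaign, cut at about 35% in these data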;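 note: 0% = DMSO wells and 100% = thioflavine S control wells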
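Compound dosing – single dose, 10.9 µM nominal final, DMSO 0.8% final · System – NS3 helicase fragment of HCV · Buffer or medium – MOPS pH 6.5, MgCl2, DTT, Tween20, BSA · Signal – Cy5 beacon fluorescence read at start and 1 h · Also added – annealed dual-labelled DNA beacon duplex, ATP-started · Schedule – 1 h at 25 °C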
CRFR2-BP antag: CRF-BP/CRF-R2 complex antagonism | HEK293 CRF-R2/CRF-BP, CRF-induced calcium fluorescence | inhibition, % at 11.8 µM | hit rate 0.59% among 350,000 | AID 588475;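 active = inhibition of the ligand-induced calcium signal above about 50% at the single tested concentration, limit read from the data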
DNA FID counter: counter-screen for HCV NS3 helicase inhibitors: DNA intercalator displacement; hit rate 0.17% among 290,000; DNA fluorescent intercalator displacement, fluorescence; inhibition, % at 7.9 µM; in the data active = inhibition above about 37%;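 note: 0% = vehicle and 100% = reference compound; higher means more ethidium bromide displaced from hairpin DNA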
MEKK3 PB1 HTS: modulators (inhibitors or enhancers) of MEK5 binding to human MEKK3 PB1 domain. bead-based flow cytometry, Alexa488-MEK5 binding to MEKK3; actives lie on both sides; 0 = blocked by unlabeled MEK5, 100 = vehicle. hit rate 1.4% among 290,000. AID 1529. binding response (% of control), % at 10 µM. Q99759;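 active = binding response more than 3 SD above or below the average of its plate-row segment, actives on both sides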;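 note: Alexa488 bead fluorescence after subtracting the streptavidin-only scavenger bead signal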
Target sequence (Q99759 whole entry, looked up, the tested form may be a part): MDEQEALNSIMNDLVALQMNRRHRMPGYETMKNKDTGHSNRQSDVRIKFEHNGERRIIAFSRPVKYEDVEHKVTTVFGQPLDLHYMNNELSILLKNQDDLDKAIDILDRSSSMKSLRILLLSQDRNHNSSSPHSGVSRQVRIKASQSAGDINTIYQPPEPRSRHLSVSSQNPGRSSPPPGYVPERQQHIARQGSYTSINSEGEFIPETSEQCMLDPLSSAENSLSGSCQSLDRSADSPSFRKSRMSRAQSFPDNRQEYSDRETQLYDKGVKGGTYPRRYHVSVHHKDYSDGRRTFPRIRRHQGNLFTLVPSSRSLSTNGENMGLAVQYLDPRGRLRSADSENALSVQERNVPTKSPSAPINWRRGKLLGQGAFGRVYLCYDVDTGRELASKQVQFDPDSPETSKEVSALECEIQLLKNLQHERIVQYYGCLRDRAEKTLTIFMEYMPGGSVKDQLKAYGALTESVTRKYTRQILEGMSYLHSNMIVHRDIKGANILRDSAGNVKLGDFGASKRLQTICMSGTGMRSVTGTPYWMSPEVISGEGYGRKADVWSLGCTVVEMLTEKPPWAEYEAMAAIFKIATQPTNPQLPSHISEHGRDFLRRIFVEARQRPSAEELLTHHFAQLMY
CRFR2-BP ag: CRF-BP/CRF-R2 complex agonism. hit rate 0.46% among 350,000. HEK293 CRF-R2/CRF-BP, calcium dye fluorescence (FLIPR); percent of saturating CRF peptide response. activation, % at 13.2 µM;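 active = activation of at least 50%, plus an integration ratio under a set limit after plate pattern correction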;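 note: plate controls were neutral control wells without compound for no effect and CRF at EC100 for full effect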
MEKK2wt PB1 HTS: raises or lowers MEK5 binding to wildtype human MEKK2 PB1 domain; AID 1531; hit rate 1.1% among 290,000; Q9Y2U5; bead flow cytometry, Alexa488-MEK5 binding to MEKK2 WT; actives lie on both sides; binding response (% of control), % at 10 µM; in the data active = binding response below about 67% or above about 130%
GalR3 antagonist: blocks the human galanin receptor 3; HEK293 GalR3-CNG cAMP membrane potential fluorescence; galR3 body fused to GalR1 C-terminus; AID 651719; hit rate 0.44% among 360,000; inhibition, % at 3 µM;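 active = inhibition above the screen-wide average plus 3 SD, cut at about 13% in these data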;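 note: forskolin and galanin both at EC90 stimulate the cells; cAMP rise reported by CNG channel membrane potential dye signal; 0% = forskolin plus galanin with DMSO and 100% = forskolin alone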
Target sequence (O60755 1-299 limits assumed): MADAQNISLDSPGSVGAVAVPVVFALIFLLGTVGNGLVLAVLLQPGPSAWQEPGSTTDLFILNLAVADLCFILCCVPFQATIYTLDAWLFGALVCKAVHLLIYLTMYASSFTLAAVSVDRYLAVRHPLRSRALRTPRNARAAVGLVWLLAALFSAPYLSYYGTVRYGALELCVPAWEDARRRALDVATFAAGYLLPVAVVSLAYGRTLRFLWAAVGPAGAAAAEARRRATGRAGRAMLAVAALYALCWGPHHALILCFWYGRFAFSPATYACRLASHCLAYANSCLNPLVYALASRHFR
Starred values were filed as active, the others as inactive; / = no result given; [ ] = dose if it differs, or a comment.

SMILES | MEKK2 mut-MEK5 | UBC9 SUMO inh | HCV NS3 hel inh | CRFR2-BP antag | DNA FID counter | MEKK3 PB1 HTS | CRFR2-BP ag | MEKK2wt PB1 HTS | GalR3 antagonist
O=C(COC(=O)/C=C/c1ccc(Cl)cc1)Nc1ccccc1 | -1 | 33 | -6 | -12 | -4 | 100 | 0.0 | 100 | -9
Fc1cccc(Cc2noc(CN3CCCCC3CCc3ccccn3)n2)c1 (stereo not drawn) | -7 | -2 | -9 | 13 | -26 | 88 | -2.2 | 94 | -7
CCOc1cccc(CN2CCC(n3nccc3NC(=O)C3CCCC3)CC2)c1 | 9 | 10 | -41 | 7 | 0 | 103 | -1.3 | 120 | -2
CCN(CC)c1ccc(CNc2nc3ccccc3n2CC)cc1 | 10 | -16 | -21 | -8 | 5 | 99 | -2.1 | 118 | -5
CC(C)CN(C(=O)COC(=O)Cc1c[nH]c2ccccc12)C1CCS(=O)(=O)C1 (stereo not drawn) | -1 | 9 | -11 | -18 | -16 | 97 | 1.8 | 103 | -3
O=C(NCCCn1ccnc1)c1cn(-c2ccccc2)nc1-c1ccccc1 | 0 | 20 | -6 | 2 | 8 | 97 | -0.9 | 98 | -4
CCOc1ccccc1NC=C1C(=O)OC(C)(C)OC1=O | 0 | 7 | 0 | -8 | -10 | 101 | -2.3 | 99 | 0
COc1ccc(CCNC(=O)C(=O)NCC2OCCN2S(=O)(=O)c2ccc(Br)cc2)cc1 (stereo not drawn) | 4 | -4 | -11 | 15 | -16 | 107 | -1.9 | 106 | -3
Cn1c(=O)c2sccc2n2c(CCCC(=O)N3CCCCC3)nnc12 | 5 | 21 | 7 | -4 | -15 | 101 | -0.2 | 102 | 5
CCN(CC(=O)NC1CC1)S(=O)(=O)c1ccccc1 | 10 | 11 | -5 | 4 | -1 | 101 | -0.4 | 109 | -2
COc1ccc(/C=C/c2nnc(NC(=O)C(C)C)s2)cc1 | 7 | 30 | -8 | -42 | -22 | 103 | 0.2 | 102 | -3
COc1ccc(NC(=O)CSc2nc3sc(C)c(C)c3c(=O)n2Cc2ccco2)cc1 | -5 | 19 | 5 | 32 | -1 | 95 | -1.2 | 93 | /
CCS(=O)(=O)N1CCN(C(=O)c2ccc(-c3ccccc3)cc2)CC1 | 12 | 12 | -5 | -33 | -12 | 107 | -0.8 | 113 | -3
CCn1c(C)c(C(C)=O)c(N2CCC(C(N)=O)CC2)nc1=S | 2 | 2 | -4 | -10 | -2 | 100 | 0.2 | 103 | -1
CCC(C)(C)NC(=O)C(c1cccn1C)N(C(=O)Cn1nnc2ccccc21)c1ccccc1OC (stereo not drawn) | 0 | 2 | -5 | 7 | -33 | 95 | -0.5 | 98 | -4
O=C(COC(=O)c1cccc(S(=O)(=O)N2CCN(c3ccccc3)CC2)c1)NCc1ccco1 | 8 | 36 | 8 | -30 | -22 | 101 | 1.4 | 103 | -1
COc1ccc(Br)cc1/C=N/NC(=O)c1ccc(OC)c(OC)c1 | -5 | 9 | -6 | -5 | -14 | 104 | 1.0 | 88 | -5
COc1ccc(-c2coc3cc4oc(=O)c5ccccc5c4cc23)cc1F | -1 | -15 | 4 | -33 | 3 | 99 | 1.4 | 96 | 9
O=[N+]([O-])c1ccc(-c2nc3ccc([N+](=O)[O-])cc3[nH]2)cc1 | 7 | 22 | -1 | 25 | 13 | 107 | 41 | 114 | -2
COc1ccc(-c2nc3cnccn3c2NC(C)(C)CC(C)(C)C)cc1O | -3 | 20 | -10 | -7 | -38 | 100 | 2.1 | 94 | -3

Overlap with the part before: four compounds, then new ones.
SMILES | MEKK2 mut-MEK5 | UBC9 SUMO inh | HCV NS3 hel inh | CRFR2-BP antag | DNA FID counter | MEKK3 PB1 HTS | CRFR2-BP ag | MEKK2wt PB1 HTS | GalR3 antagonist
COc1ccc(Br)cc1/C=N/NC(=O)c1ccc(OC)c(OC)c1 | -5 | 9 | -6 | -5 | -14 | 104 | 1.0 | 88 | -5
COc1ccc(-c2coc3cc4oc(=O)c5ccccc5c4cc23)cc1F | -1 | -15 | 4 | -33 | 3 | 99 | 1.4 | 96 | 9
O=[N+]([O-])c1ccc(-c2nc3ccc([N+](=O)[O-])cc3[nH]2)cc1 | 7 | 22 | -1 | 25 | 13 | 107 | 41 | 114 | -2
COc1ccc(-c2nc3cnccn3c2NC(C)(C)CC(C)(C)C)cc1O | -3 | 20 | -10 | -7 | -38 | 100 | 2.1 | 94 | -3
COc1cc(-c2[nH]nc3c2C(c2ccco2)C(C#N)=C(N)O3)cc(OC)c1OC (stereo not drawn) | -2 | 9 | 14 | -19 | -19 | 98 | 0.2 | 100 | 7
Cc1cc(NC(=O)CSc2nc3c(c(=O)n(C)c(=O)n3C)n2C(C)C)no1 | -3 | 12 | 5 | -21 | -9 | 95 | -1.7 | 98 | 3
CC(=O)c1ccc(NC(=O)N2CCCC(C(=O)c3ccc4c(c3)OCO4)C2)cc1 (stereo not drawn) | 8 | 8 | -4 | -1 | -18 | 108 | 0.2 | 106 | -5
CC1CCN(Cc2cc(=O)oc3cc4c(cc23)CCCC4)CC1 | -5 | 8 | 5 | -14 | -14 | 101 | -6.8 | 101 | -9
Cc1ccc(C(c2sc3ncnn3c2O)N2CCCCC2)cc1 (stereo not drawn) | 10 | 2 | -1 | 8 | -15 | 105 | -6.4 | 109 | /
CCOc1ccc(-n2c(COc3ccccc3)nnc2SCC(N)=O)cc1 | 5 | 6 | -6 | 24 | -23 | 122* | -1.2 | 106 | 3
Cc1ccoc1C(=O)N1CCCC(CO)(Cc2ccc(F)cc2)C1 (stereo not drawn) | 0 | -11 | -6 | -10 | -36 | 103 | 0.3 | 104 | -4
Cc1ccc(C(=O)Nc2nc3ccc(S(C)(=O)=O)cc3s2)s1 | 3 | 4 | -7 | 12 | -5 | 104 | -0.5 | 102 | -3
Brc1ccc2[nH]c3c(c2c1)CCC3 | -22 | -4 | 20 | 14 | -14 | 81 | 5.3 | 81 | -1
CCOc1ccccc1N1CCN(c2nc3ccccc3nc2C(C#N)C(=O)OC)CC1 (stereo not drawn) | 13 | -29 | -1 | -8 | 0 | 102 | 0.9 | 101 | -1
CCOC(=O)c1c(NC(=O)C2C3C=CC(C3)C2C(=O)O)sc2c1CC(C)CC2 (stereo not drawn) | -2 | 21 | 35 | 16 | -41 | 105 | 0.3 | 98 | -3
CCCn1c(Nc2nc3ccccc3n2C)nc2ccccc21 | 4 | -77 | -12 | -19 | -4 | 101 | -1.0 | 109 | -6
CCOCCCNC(=O)CN1C(=O)/C(=C/c2ccccc2)Sc2ccccc21 | -1 | 8 | -10 | 16 | -35 | 94 | 1.6 | 95 | -4
NCC(O)COCCC12CC3CC(CC(C3)C1)C2 (stereo not drawn) | 17 | 15 | 3 | -40 | 9 | 105 | -1.2 | 120 | -9
CNC(=S)N1CCN(C(c2ccccc2)c2ccccc2)CC1 | -7 | 1 | 2 | 2 | -23 | 99 | -2.6 | 92 | -2
COC(=O)CNc1nc(-c2ccccc2F)nc2ccccc12 | -5 | 15 | 0 | 3 | -5 | 91 | -0.3 | 88 | -3
Cc1ccccc1Cn1cnc2ccccc21 | 3 | 12 | 7 | -7 | 12 | 100 | 0.6 | 85 | 5
COc1ccc(CCNC(=O)c2cc([N+](=O)[O-])cc([N+](=O)[O-])c2)cc1OC | -1 | 7 | -11 | -31 | -6 | 98 | 2.3 | 100 | 2
CCCOC(=O)Nc1nc(-c2ccc(C)cc2)c(C)s1 | -2 | -2 | -5 | 20 | -23 | 89 | -1.5 | 96 | -3
CCOc1ccccc1/C=C(/NC(=O)c1ccccc1)C(=O)N1CCCCC1 | -3 | 4 | 19 | -17 | -45 | 101 | -0.4 | 97 | -6
CCS(=O)(=O)NC(C)C(c1cccs1)N1CCN(C)CC1 (stereo not drawn) | -13 | -15 | -1 | -5 | -2 | 99 | 2.7 | 102 | -5
COc1ccc(-n2c(SCC(=O)N3CCOCC3)nc3ccccc3c2=O)cc1 | 2 | 16 | 0 | 3 | -10 | 102 | -12 | 101 | -5
COc1ccc(NC(=S)N2CCC(N(C)CCN3CCOCC3)CC2)cc1 | 1 | 4 | 10 | 4 | 1 | 105 | 0.8 | 105 | -5
O=C(Cn1cnc2c(nnn2Cc2ccccc2)c1=O)c1ccccc1 | / | -6 | -9 | 10 | -3 | / | -2.3 | / | /
O=C(COC(=O)c1ccc([N+](=O)[O-])s1)NC(c1ccccc1)c1ccccc1 | -2 | 5 | 2 | 27 | 2 | 102 | 0.3 | 98 | 22*
Cc1ccnc(NC(=O)c2cccc(OC(F)F)c2)n1 | -2 | -12 | -8 | 13 | -4 | 105 | -1.6 | 101 | -5
Cc1cccc(Sc2c(C=O)c3ccccc3n2C)c1 | 2 | -41 | -3 | 7 | -1 | 99 | -0.4 | 99 | -3
CCOC(=O)CC1(NC(=O)c2cc(COc3ccc(F)c(F)c3)on2)CCCCC1 | -2 | -27 | -4 | -38 | -45 | 97 | 34 | 93 | -9
N[C@@H](Cc1ccccc1)C(=O)N1CCC(C(=O)N[C@@H](Cc2c[nH]c3ccccc23)C(=O)O)CC1 | 2 | 6 | -14 | -3 | -9 | 102 | 1.1 | 102 | -9
CCn1c(=O)c2ccccc2n(CC(=O)NCCC2=CCCCC2)c1=O | 1 | 8 | -6 | 11 | -26 | 104 | 0.5 | 100 | -9
COc1cc([C@@H]2[C@H]3CNCC=C3C(C#N)=C(N)C2(C#N)C#N)ccc1OC(C)C | 3 | 15 | -3 | 7 | -19 | 100 | 4.6 | 99 | -1
O=c1[nH]cccc1-c1nc2ccccc2n1Cc1cccc(Cl)c1 | -1 | 20 | -3 | -7 | -27 | 98 | 0.6 | 95 | -13
CCOc1ccc(-n2c(=O)c3sccc3n(CC(=O)NCCc3ccc(OC)c(OC)c3)c2=O)cc1 | -8 | 2 | 8 | 17 | 4 | 102 | -0.5 | 90 | -2
Cc1ccc(NC2=C(Cl)C(=O)OC2OC(C)C)c(C)c1 (stereo not drawn) | 32 | -2 | 6 | 1 | -8 | 107 | -1.4 | 114 | -11
COc1ccc(/C=C(\NC(=O)c2ccco2)C(=O)N2CCCCC2)cc1 | -2 | 16 | 9 | 5 | -30 | 97 | -0.3 | 93 | -6
N#C/C(=C\C=C\c1ccccc1)C(=O)N1CCCC1 | 4 | 1 | -3 | -15 | -6 | 106 | 2.6 | 105 | -9
Cc1ccc(CSc2nnc(-c3ccc(NS(=O)(=O)c4ccccc4)cc3)o2)cc1 | 3 | -25 | 12 | 42 | -15 | 21*[inhibitor] | 2.0 | 26*[inhibitor] | -12
Cc1ccc(S(=O)(=O)Nc2ccc(O)c3ccccc23)c(C)c1 | -3 | 18 | 18 | 3 | -10 | 99 | -3.6 | 99 | -8
C=CCN1C(=O)C(O)(CC(=O)c2ccc(-n3cccc3)cc2)c2ccccc21 (stereo not drawn) | -15 | 24 | 12 | 5 | -29 | 65 | -0.1 | 73 | /
COc1ccc(N(CC(=O)Nc2ccc(F)c(F)c2)S(=O)(=O)c2c(C)n[nH]c2C)cc1 | 2 | -12 | -11 | -5 | -13 | 103 | -0.5 | 104 | -10

Only part of the results is shown, so the mix of outcomes need not match the whole.
